Source: PubChem BioAssay (Broad Institute)
IDH1 R132H inh – inhibitors of human IDH1 R132H | IDH1 R132H reductase, diaphorase/resazurin fluorescence, 60 min | inhibition, % at 10 µM | actives 0.18% (n = 70,000) | AID 624101; in the data active = inhibition above about 34%;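 also: 0% = DMSO and 100% = no enzyme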
Target sequence (O75874 whole entry R132H): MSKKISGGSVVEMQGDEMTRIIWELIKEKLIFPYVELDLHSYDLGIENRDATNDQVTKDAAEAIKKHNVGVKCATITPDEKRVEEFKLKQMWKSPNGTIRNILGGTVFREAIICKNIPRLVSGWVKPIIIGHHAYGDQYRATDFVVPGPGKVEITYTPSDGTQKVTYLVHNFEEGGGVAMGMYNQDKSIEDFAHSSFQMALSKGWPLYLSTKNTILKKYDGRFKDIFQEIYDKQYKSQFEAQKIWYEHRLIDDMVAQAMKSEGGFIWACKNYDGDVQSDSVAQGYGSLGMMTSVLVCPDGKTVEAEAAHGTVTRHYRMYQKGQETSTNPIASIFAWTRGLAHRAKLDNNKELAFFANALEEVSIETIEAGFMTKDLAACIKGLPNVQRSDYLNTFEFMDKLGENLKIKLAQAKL
PRC2 inh – blocks human EZH2/PRC2 H3K27 methylation; actives 0.35% (n = 57,000); DELFIA TRF, 1 h; Q15910; AID 651548; inhibition, % at 12.5 µM;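 active = mean inhibition of replicates at least 50% and every single replicate also reaching 50%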;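 also: dimethyl H3K27 on biotinylated H3 21-44 peptide detected by antibody; plate controls were median neutral control wells for no effect and median positive control wells for full effect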
An asterisk follows results filed as active; / = not tested or not shown.

SMILES	IDH1 R132H inh	PRC2 inh
CO[C@H]1CN(C)C(=O)c2ccc(NC(=O)C3CC3)cc2OC[C@@H](C)N(C(=O)C2CCOCC2)C[C@H]1C	0.5	4
COc1ccc(S(=O)(=O)Nc2cccc3c2O[C@@H](CN(C)C(=O)NC2CCCCC2)[C@H](C)CN([C@H](C)CO)C3=O)cc1	-1.9	/
Cc1ccc(S(=O)(=O)N(C)C[C@H]2Oc3c(NS(=O)(=O)c4c(C)noc4C)cccc3C(=O)N([C@H](C)CO)C[C@H]2C)cc1	0.5	/
C[C@@H]1CCCCO[C@@H](CN(C)C(=O)CCCN(C)C)[C@@H](C)CN([C@@H](C)CO)C(=O)c2cc(NC(=O)Nc3ccc(C(F)(F)F)cc3)ccc2O1	4.0	/
COc1ccc(CN(C)C[C@@H]2Oc3ccc(NC(=O)C4CCCCC4)cc3C(=O)N([C@H](C)CO)C[C@H]2C)cc1	0.0	1
CCCN(C)C[C@H]1Oc2cc(C#Cc3ccc(OC)cc3)ccc2S(=O)(=O)N([C@H](C)CO)C[C@H]1C	0.0	/
C[C@H]1CN([C@@H](C)CO)C(=O)Cc2cc(NC(=O)C3CC3)ccc2O[C@H]1CN(C)S(=O)(=O)c1ccccc1	0.4	-5
COc1ccccc1C#Cc1ccc2c(c1)O[C@@H](CN(C)C(C)=O)[C@H](C)CN([C@H](C)CO)S2(=O)=O	-6.7	-10
COC(=O)C[C@@H]1C[C@H]2c3cc(NS(=O)(=O)c4cccc(OC)c4)ccc3O[C@H]2[C@H](CO)O1	-0.2	6
O=C(CC1NCCNC1=O)Nc1ccccc1 (stereo not given)	6.9	/
COc1ccc(C(=O)Nc2ccc3c(c2)OC[C@@H](C)NC[C@@H](C)[C@H](OC)CN(C)C3=O)cc1	0.0	2
C[C@H]1CN([C@@H](C)CO)C(=O)Cc2cc(NC(=O)Nc3ccc(C(F)(F)F)cc3)ccc2O[C@H]1CN(C)S(=O)(=O)c1ccc(Cl)cc1	1.0	/
CC(C)Cc1ccc(C(C)C(=O)Nc2cccc(-c3cnco3)c2)cc1 (stereo not given)	1.4	-137
COCC(=O)N(C)C[C@@H]1Oc2cc(C#Cc3cccnc3)ccc2S(=O)(=O)N([C@@H](C)CO)C[C@@H]1C	0.4	-5
COc1ccc(NC(=O)c2cc(S(=O)(=O)Nc3ccc(OC)cc3)c(Cl)cc2Cl)cc1	-0.1	1
C[C@H](CO)N1C[C@H](C)[C@H](CN(C)C(=O)CN(C)C)Oc2cc(-c3cccnc3)ccc2S1(=O)=O	2.1	3
O=C(Nc1ccccc1)N[C@H]1C[C@H](C(=O)O)Nc2cc(Cl)cc(Cl)c21	1.0	-9
CC(C)NC(=O)Nc1ccc2c(c1)CC(=O)N([C@@H](C)CO)C[C@@H](C)[C@@H](CN(C)S(C)(=O)=O)O2	/	-7
C[C@@H]1CN([C@H](C)CO)C(=O)c2cc(C#CCN(C)C)cnc2O[C@H]1CN(C)C	0.3	-3
COc1ccc(NC(=O)Nc2ccc3c(c2)C(=O)N([C@@H](C)CO)C[C@@H](C)[C@H](CN(C)Cc2ccncc2)O3)cc1	1.5	-4
C[C@H](CO)N1C[C@H](C)[C@@H](CN(C)C(=O)Nc2ccccc2)OCCCC[C@H](C)Oc2ccc(NC(=O)Cc3ccccc3)cc2C1=O	1.4	/
Cc1ccc(S(=O)(=O)N(C)C[C@@H]2Oc3cc(C#Cc4ccncc4)ccc3S(=O)(=O)N([C@@H](C)CO)C[C@H]2C)cc1	0.0	0
COc1cccc(C#Cc2cnc3c(c2)C(=O)N([C@@H](C)CO)C[C@H](C)[C@@H](CN(C)C(=O)C2CCOCC2)O3)c1	-11	-5
C[C@H](CO)N1C[C@H](C)[C@H](CN(C)C(=O)Nc2ccc3c(c2)OCO3)Oc2ccc(NC(=O)Nc3ccccc3)cc2CC1=O	-17	/
Cc1ccc(S(=O)(=O)N[C@H]2CC[C@H](CCn3cc(-c4cccnc4)nn3)O[C@H]2CO)cc1	0.2	12
Remaining list, next part
SMILES	IDH1 R132H inh	PRC2 inh
CC(C)C#Cc1cnc2c(c1)C(=O)N([C@@H](C)CO)C[C@H](C)[C@@H](CN(C)C(=O)c1cccc(F)c1)O2	-2.2	-2
CC(=O)Nc1ccc(NC(=O)CN(c2ccc(F)cc2)S(C)(=O)=O)cc1	0.5	-2
Cc1cc(Cl)c(S(=O)(=O)NC2CCCC2)cc1OCC(N)=O	0.0	3
C[C@H](CO)N1C[C@H](C)[C@@H](CN(C)C(=O)NC2CCCCC2)OCc2cnnn2CCCC1=O	/	5
C[C@H]1CN([C@@H](C)CO)C(=O)c2cccc(NC(=O)c3ccncc3)c2O[C@H]1CN(C)CC1CCCCC1	0.9	-6
C[C@H]1CN([C@@H](C)CO)C(=O)c2cccc(NC(=O)C3CC3)c2O[C@H]1CN(C)CC1CC1	-0.2	1
C[C@@H]1CN([C@H](C)CO)C(=O)c2cccc(NS(=O)(=O)c3ccc(Cl)cc3)c2O[C@H]1CN(C)C(=O)Nc1cccc2ccccc12	0.3	/
CNC[C@@H]1Oc2ccc(NC(=O)C3CCCCC3)cc2C(=O)N([C@@H](C)CO)C[C@@H]1C	/	7
COc1ccccc1S(=O)(=O)N[C@@H]1C=C[C@H](CC(=O)N2CCCCC2)O[C@@H]1CO	-0.2	10
O=C(Cc1ccncc1)N[C@H]1CC[C@H](CCn2cc(-c3ccccc3F)nn2)O[C@@H]1CO	0.3	-3
CCNC(=O)C1(C)CCN(C(=O)c2ccc(OC)c(OC)c2)C1 (stereo not given)	/	-2
Cc1noc(C)c1NC(=O)Nc1cccc2c1O[C@@H](CN(C)C(=O)Nc1ccc(C(F)(F)F)cc1)[C@@H](C)CN([C@@H](C)CO)C2=O	0.9	/
O=C(N[C@H]1CC[C@@H](CC(=O)N2CCCCC2)O[C@@H]1CO)c1ccc2c(c1)OCO2	0.5	5
COc1ccc([N+](=O)[O-])cc1CSc1nnc(-c2ccccc2)n1-c1ccccc1	0.1	11
Cc1cc(C)c(C)c(S(=O)(=O)NCCc2c(C)[nH]c3ccccc23)c1C	-0.1	/
CO[C@H]1CN(C)C(=O)c2cc(NS(=O)(=O)c3ccc(Cl)cc3)ccc2OC[C@H](C)N(C)C[C@@H]1C	0.5	5
CCCNC(=O)N[C@@H]1C=C[C@H](CC(=O)N2CCN(C)CC2)O[C@H]1CO	-0.2	4
CC(C)CNC(=O)[C@@H]1c2ccccc2C(=O)N(CC23CC4CC(CC(C4)C2)C3)[C@H]1c1ccc(CO)cc1	0.0	-11
CNC[C@@H]1Oc2ccc(NS(=O)(=O)c3c(C)noc3C)cc2C(=O)N([C@@H](C)CO)C[C@@H]1C	1.0	/
CNC[C@H]1Oc2ccc(NC(=O)Cc3ccccc3)cc2C(=O)N([C@H](C)CO)C[C@@H]1C	-1.0	5
C[C@@H]1CN([C@@H](C)CO)C(=O)c2cc(NC(=O)Nc3cccc4ccccc34)ccc2O[C@H]1CN(C)Cc1ccc2c(c1)OCO2	/	-5
CCCC#Cc1cnc2c(c1)C(=O)N([C@H](C)CO)C[C@@H](C)[C@@H](CN(C)C(=O)Nc1c(C)noc1C)O2	-3.6	-4
COc1ccc(C#Cc2ccc3c(c2)[C@]2(C(=O)N3)[C@H](C(=O)N3CCc4cc(OC)c(OC)cc4C3)[C@H]3C(=O)O[C@H](c4ccccc4)[C@H](c4ccccc4)N3[C@@H]2c2ccc(OCCO)cc2)cc1	/	-10
COc1ccc(CN2C[C@H](C)[C@@H](OC)CN(C)C(=O)c3cc(NC(=O)c4nc5ccccc5s4)ccc3OC[C@H]2C)cc1	0.1	-12
C[C@@H]1CN([C@H](C)CO)C(=O)c2cc(NC(=O)Nc3ccc(F)cc3)ccc2O[C@@H]1CN(C)S(=O)(=O)c1ccccc1	1.5	-1
Carrying on:
SMILES	IDH1 R132H inh	PRC2 inh
CN(C)C=Nc1ccc(Oc2cncc(Cl)c2)nc1	-0.1	-14
Cc1ccc(S(=O)(=O)Nc2cccc3c2O[C@H](CN(C)Cc2ccc(C(=O)Nc4ccccc4N)cc2)[C@@H](C)CN([C@@H](C)CO)C3=O)cc1	0.2	-29
O=C(CSc1ncn[nH]1)NC1CC2CCC1C2 (stereo not given)	-0.1	-16
N#C[C@H]1[C@@H](c2ccccc2)[C@@H](CO)N1C(=O)c1ccccc1F	1.6	/
O=C(C[C@H]1C=C[C@H](NS(=O)(=O)c2ccc(F)cc2)[C@H](CO)O1)N1CCN(c2ccccc2)CC1	-0.2	3
C[C@H]1CN([C@@H](C)CO)S(=O)(=O)c2ccc(-c3cccc(C#N)c3)cc2O[C@@H]1CN(C)C(=O)c1ccc(F)cc1	0.4	-6
Cc1cc(C(=O)Nc2cccc3c2O[C@@H](CN(C)C(=O)Nc2ccc(C(F)(F)F)cc2)[C@H](C)CN([C@H](C)CO)C3=O)n(C)n1	-0.7	7
C[C@@H]1CCCCO[C@@H](CN(C)C(=O)Nc2cccc3ccccc23)[C@H](C)CN([C@@H](C)CO)C(=O)c2cc(NC(=O)C3CCCCC3)ccc2O1	1.1	/
C[C@@H]1CN([C@H](C)CO)C(=O)c2cccc(NS(=O)(=O)c3cn(C)cn3)c2O[C@@H]1CN(C)Cc1ccc2c(c1)OCO2	3.6	/
COc1ccc(CN(C)C[C@@H]2Oc3ccc(NC(=O)NC(C)C)cc3C(=O)N([C@@H](C)CO)C[C@@H]2C)cc1	4.5	0
COCC(=O)N[C@@H]1CC[C@@H](CC(=O)NCc2ccccc2OC)O[C@@H]1CO	-0.1	5
C[C@H](CO)N1C[C@H](C)[C@@H](CN(C)C)Oc2cc(-c3cccc(F)c3)ccc2S1(=O)=O	-1.2	6
O=C(C[C@@H]1CC[C@@H](NC(=O)CCN2CCCCC2)[C@H](CO)O1)NCc1ccc(Cl)c(Cl)c1	-0.3	-5
COc1ccc(CN(C)C[C@H]2OCCCC[C@@H](C)Oc3ccc(NC(=O)CCC(F)(F)F)cc3C(=O)N([C@@H](C)CO)C[C@H]2C)cc1	2.6	/
CN(C)CC(O)Cn1c2ccc(Br)cc2c2cc(Br)ccc21 (stereo not given)	0.1	/
COc1cccc(S(=O)(=O)N[C@H]2C=C[C@@H](CC(=O)NCc3ccc(F)cc3)O[C@H]2CO)c1	0.1	3
C[C@H]1CN([C@@H](C)CO)C(=O)c2cc(-c3cccnc3)cnc2O[C@H]1CN(C)C(=O)Nc1ccc2c(c1)OCO2	-4.8	3
CCCNC(=O)N1C[C@H](C)[C@@H](OC)CN(C)C(=O)c2cc(NC(=O)C3CCC3)ccc2OC[C@H]1C	-0.1	-1
CCOC(=O)NC(=O)CSc1nnnn1-c1ccccc1	2.0	-27
C[C@H]1CN([C@@H](C)CO)C(=O)c2cc(NC(=O)CCCN(C)C)ccc2O[C@H]1CN(C)Cc1ccc(Cl)c(Cl)c1	4.8	-11
Cc1cc(OCC(=O)Nc2cccnc2)c(C)cc1Br	-0.6	5
O=C1C=CC(=O)c2c(O)c(Cl)c(Cl)c(O)c21	-0.1	/
O=C(Nc1ccccc1F)N[C@@H]1CC[C@@H](CCNC(=O)C2CCCC2)O[C@@H]1CO	0.0	-3
C[C@@H]1CN([C@@H](C)CO)C(=O)c2cc(NC(=O)Nc3ccc(C(F)(F)F)cc3)ccc2O[C@H]1CN(C)C(=O)Nc1ccc(C(F)(F)F)cc1	0.1	/
CCO[C@H]1OC(C(=O)NC2CC2)=C[C@@H](c2ccc(C(F)(F)F)cc2)[C@@H]1CCCO	/	3

10 compounds out of the list, sorted by SMILES length, rising:
SMILES	IDH1 R132H inh	PRC2 inh
CN(C)C=Nc1ccc(Oc2cncc(Cl)c2)nc1	-0.1	-14
Cc1cc(C)c(C)c(S(=O)(=O)NCCc2c(C)[nH]c3ccccc23)c1C	-0.1	/
CCCNC(=O)N[C@@H]1C=C[C@H](CC(=O)N2CCN(C)CC2)O[C@H]1CO	-0.2	4
C[C@@H]1CN([C@H](C)CO)C(=O)c2cc(C#CCN(C)C)cnc2O[C@H]1CN(C)C	0.3	-3
C[C@H](CO)N1C[C@H](C)[C@@H](CN(C)C)Oc2cc(-c3cccc(F)c3)ccc2S1(=O)=O	-1.2	6
CCCNC(=O)N1C[C@H](C)[C@@H](OC)CN(C)C(=O)c2cc(NC(=O)C3CCC3)ccc2OC[C@H]1C	-0.1	-1
COc1ccccc1C#Cc1ccc2c(c1)O[C@@H](CN(C)C(C)=O)[C@H](C)CN([C@H](C)CO)S2(=O)=O	-6.7	-10
COc1ccc(CN2C[C@H](C)[C@@H](OC)CN(C)C(=O)c3cc(NC(=O)c4nc5ccccc5s4)ccc3OC[C@H]2C)cc1	0.1	-12
Cc1ccc(S(=O)(=O)N(C)C[C@@H]2Oc3cc(C#Cc4ccncc4)ccc3S(=O)(=O)N([C@@H](C)CO)C[C@H]2C)cc1	0.0	0
Cc1ccc(S(=O)(=O)N(C)C[C@H]2Oc3c(NS(=O)(=O)c4c(C)noc4C)cccc3C(=O)N([C@H](C)CO)C[C@H]2C)cc1	0.5	/

The list continues.
SMILES	IDH1 R132H inh	PRC2 inh
c1ccc2c(c1)CCCc1cc(NCCN3CCOCC3)nnc1-2	-0.2	-14
CCO[C@@H]1OC(C(=O)N2CCCC2)=C[C@H](c2ccc(C(F)(F)F)cc2)[C@H]1CCCO	/	5
CCC(C)C(NC(=O)C(C)(C)NC(=O)C(C)(CC)NC(=O)C(N)Cc1c[nH]c2ccccc12)C(=O)NC(=O)CCC(NC(C)=O)C(=O)O (stereo not given)	0.3	/
COc1ccc(S(=O)(=O)N(C)C[C@@H]2Oc3c(NS(C)(=O)=O)cccc3C(=O)N([C@@H](C)CO)C[C@H]2C)cc1	-1.8	/
C[C@@H]1CN([C@@H](C)CO)C(=O)Cc2cc(NC(=O)c3ccncc3)ccc2O[C@@H]1CN(C)Cc1ccc(C(F)(F)F)cc1	/	-21
COCC#Cc1cnc2c(c1)C(=O)N([C@H](C)CO)C[C@@H](C)[C@@H](CN(C)C(=O)Nc1cc(F)ccc1F)O2	/	8
C[C@@H]1CN([C@@H](C)CO)C(=O)c2cc(C3=CCCCC3)cnc2O[C@@H]1CN(C)C(=O)Nc1ccccc1	/	-4

Only part of the results is shown, so the mix of outcomes need not match the whole.
